# mcGAS RapidFire: inhibitors of mouse cGAS. Q8C6L5. recombinant mouse cGAS, cGAMP by RapidFire MS. inhibition, % at 12.5 µM. 130,000 compounds, 0.18% hits;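 active = inhibition of cGAS enzyme activity at or above 60%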;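 also: enzyme stimulated by 45 bp dsDNA with ATP and GTP substrates; cGAMP share of summed cGAMP plus half ATP and half GTP signals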
# Target sequence (Q8C6L5 whole entry, looked up): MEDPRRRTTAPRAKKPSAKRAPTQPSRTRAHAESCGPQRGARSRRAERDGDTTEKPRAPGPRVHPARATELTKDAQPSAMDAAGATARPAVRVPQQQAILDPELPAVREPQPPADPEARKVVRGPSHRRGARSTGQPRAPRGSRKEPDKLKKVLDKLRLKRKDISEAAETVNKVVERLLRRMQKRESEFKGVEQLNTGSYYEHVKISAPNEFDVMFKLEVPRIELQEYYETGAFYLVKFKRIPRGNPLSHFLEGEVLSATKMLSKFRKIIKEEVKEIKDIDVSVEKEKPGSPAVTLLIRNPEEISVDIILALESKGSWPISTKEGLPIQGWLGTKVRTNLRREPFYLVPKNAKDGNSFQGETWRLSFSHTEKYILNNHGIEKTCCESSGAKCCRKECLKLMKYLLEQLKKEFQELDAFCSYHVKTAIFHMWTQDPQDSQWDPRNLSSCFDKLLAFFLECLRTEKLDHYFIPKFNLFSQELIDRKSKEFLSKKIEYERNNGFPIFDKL
# Active calls of the source: *; & = joins results of further samples.
smiles	mcGAS RapidFire
CCN1CCN(C(c2ccccc2OC)c2c(O)cc(C)n(CC)c2=O)CC1 (stereo not given)	-6.9
CCNc1ccnc(-c2ccc3c(c2)CCO3)n1	-11.9
CCN1CCN(Cc2cc(C(=O)N(C)Cc3ccco3)no2)CC1	-5.8
C=CCS(=O)(=O)c1ccc(C(C)(C)C)cc1	0.6
O=C(CNc1ccc(Br)cc1Cl)NC1CC1	-4.9
CCOC(=O)N1CCN(C(=O)CCc2nnc(CCCc3ccccc3)o2)CC1	-14.7
O=C1[C@H]2C[C@H]2C(=O)N1CCc1c[nH]c2ccccc12	2.2
Oc1ccc(-c2ccc(I)cc2)cc1	20.3
CC(=O)OC1=C(C)C(c2ccccc2)N(C(C)=O)C(c2ccccc2)C1C (stereo not given)	5.3
CCCN1CCN(c2nc(C)nc3sc(C)cc23)CC1	-2.2
CN(C)S(=O)(=O)N1CCCC(CCc2cccc(F)c2)C1 (stereo not given)	-9.1
Cc1ccc(C=C(C#N)C(=O)C(C)(C)C)o1	0.2
Cc1ccc(C)c(-n2c(C)cn3c4c(=O)n(CCCO)c(=O)n(C)c4nc23)c1	-10.3
CN(Cc1cccs1)C(=O)CN1CCC(=O)Nc2cc(F)ccc21	-10.3
CN(C)C(=O)CNc1cccc(CS(=O)c2ccccc2)c1 (stereo not given)	-5.4
O=C(NCc1ccccc1-n1ccnc1)c1ccc(Cl)cn1	7.2
COc1ncc(C)cc1NC(=O)N(CCN(C)C)Cc1ccco1	-33.6
CCC(C)N(CC(=O)Nc1sccc1C#N)CC(=O)Nc1sccc1C#N (stereo not given)	1.2
CN(CC(C)(C)CNC(=O)C1CCCC1)C(=O)C1CCCC1	-6.2
CC(C)OC(=O)CC(NC(=O)c1cccc(S(=O)(=O)NCC2CC2)c1)c1ccccc1 (stereo not given)	-1.3
Cc1ccc2[nH]nc(C(=O)NCCSc3n[nH]c(C)n3)c2c1	-27.8
CNC(=O)c1c(-c2ccccc2)n(C)c2ccccc12	-8.8
CCOCC(=O)N(C1CC1)C(C)c1ccc2c(c1)OCCCO2 (stereo not given)	-1.8
Cc1ccc2c(c1)NC(=O)C2CC(=O)N(C)Cc1ccsc1 (stereo not given)	-1.2
COc1ccc(OC)c(NC(=O)N2CCOC(CCN(C)C)C2)c1 (stereo not given)	1.4
O=c1c2cnc(N3CCOCC3)nc2ccn1C1CCCC1	-7.6
CNc1ccc(Cl)cc1C(=O)N1CCN2CCNC(=O)C2C1 (stereo not given)	-9.0
N#Cc1ccc(O)c(NC(=O)c2ccncc2F)c1	-11.8
C=CCN(CC=C)C(=O)c1ccc(OC2CCN(S(=O)(=O)N(C)C)CC2)cc1	-3.1
COc1ccc(Cc2nc3ccc(C(=O)NCC4CCOCC4)cc3o2)cc1OC	-1.2
N#Cc1c(N)n(-c2cccc(S(N)(=O)=O)c2)c2nc3ccccc3nc12	0.0
O=C1CCC(C(=O)N(Cc2cccs2)C2(C(=O)NC3CCCCC3)CCCCC2)N1 (stereo not given)	4.1
Cc1sc(NC(=O)Nc2cccc(F)c2)c(C#N)c1C	2.6
CCN1CCN(c2ncnc(Oc3ccc(F)cc3F)c2N)CC1	-4.4
CCC(NC(=O)c1ccccc1-n1cncn1)c1ccnn1C (stereo not given)	-24.2
CCOC(=O)c1ccc(N2CCN(C(=O)c3cc(C)cc(Br)c3O)CC2)nc1	3.2
CCOc1ccc(NC(=O)C(C)Sc2nc(N)cc(N)c2C#N)cc1 (stereo not given)	2.8
CCS(=O)(=O)CC(C(C)(C)C)S(=O)(=O)CC (stereo not given)	-33.7
Cc1c(Cl)cccc1N=Nc1c(-c2ccccc2)[nH]n(-c2ccccc2)c1=O	28.4
CC(C#N)Sc1nnc(-c2ccc(C(C)(C)C)cc2)o1 (stereo not given)	2.6
O=C(Nc1ccc(-c2ccccc2)cn1)C1CC(=O)N(CC2CC2)C1 (stereo not given)	-13.5
Cc1nc2sccn2c1C(=O)c1sc2cc(Cl)ccc2c1Cl	-10.2
CC(C)(C)n1ncc2c(=O)n(NC(=O)c3cccs3)cnc21	-3.7
COc1ccccc1CCN1CCCC(CN(C)C(=O)NCc2ccccc2)C1 (stereo not given)	-7.6
COc1cc(=O)n(-c2ccccc2C)nc1C(=O)NC1CCCCCC1	-30.1
O=C(NCCCn1nc(-c2ccccc2)ccc1=O)NC1CCCCC1	5.8
CCCn1c(C(C)NC(=O)CC)nc2ccccc21 (stereo not given)	-3.1
CCCc1nc(C)c(C(=O)NC(C)(C)c2ccccc2)s1	-11.8
O=C(Nc1ccnn1C1CCN(Cc2ccon2)CC1)c1ccc2c(c1)OCO2	-3.2
CCc1sc(C(=O)Nc2ccc(C(=O)NC)c(Cl)c2)cc1C	-12.5

# Going on with the list:
smiles	mcGAS RapidFire
O=C(CCC1CCCOC1)Nc1cc(-c2cccs2)ncn1 (stereo not given)	-3.2&1.1
COC(=O)c1cc(C(=O)N2c3ccccc3Sc3ccccc32)cc([N+](=O)[O-])c1	-5.8
CCC(=O)c1ccc(OCC(=O)N2CCS(=O)(=O)c3ccccc32)cc1	-8.2
O=C(C(Cc1ccccc1)c1ccccc1)N1CCC(c2ccc(F)cc2)CC1 (stereo not given)	-2.1
Cc1ccc(-c2nc(C=Nc3ccc(Br)cn3)c(O)o2)cc1	-12.9
CC1CCc2c(sc(NC(=O)CN3CCN(Cc4ccc(Cl)s4)CC3)c2C#N)C1 (stereo not given)	-2.1
N#Cc1cccc(C(=O)Nc2ccc(Cl)cc2C(=O)N2CCCC(C(N)=O)C2)c1 (stereo not given)	-1.1
CCCc1cc(C2CCCN2C(=O)c2cc(C3CCCCC3)no2)no1 (stereo not given)	-6.4
O=C(Nc1ccc(Cl)cc1F)c1ccc(CN2CCCC2=O)cc1	-4.5
Cc1c(C(=O)N2CCCC3(CN(C)C(=O)O3)C2)[nH]c2ccc(F)cc12 (stereo not given)	-29.1
CC(=O)c1ccc(N=c2scc(C)n2C(C)C)cc1	-5.5
O=C(OCc1c(Cl)cccc1Cl)c1cnccn1	-10.3
CC1CCc2oc3ccc(NS(=O)(=O)c4ccc(F)cc4)cc3c2C1 (stereo not given)	-10.4
Cn1nc([N+](=O)[O-])nc1Sc1ccccn1	3.6
O=C(NC1CCN(Cc2cccnc2)CC1)c1cccc2nccnc12	3.5
O=C(CCC1CCN(C(=O)c2cnc[nH]2)CC1)N1CCC(Cc2ccccc2)CC1	-0.3
COCc1cc(CNC(=O)c2cn(Cc3ccccc3F)nn2)[nH]n1	-42.3
COc1cccc(CN2CCN(Cc3cn[nH]c3-c3cccc(F)c3)CC2CCO)c1 (stereo not given)	-6.1
CCCc1nc(CNC(=O)C2CCCN(Cc3ccco3)C2)cs1 (stereo not given)	-16.0
O=c1c2cnc3nc(-c4ccccc4)nn3c2ccn1-n1cnnc1	-5.3
C=CC[C@@H]1CC=C[C@@H](C)N1C(=O)c1cc(COc2ccc3sc(C)nc3c2)on1	-6.7
Cn1nnc2c(N3CCN(C(=O)C4CC4)CC3)ncnc21	-1.6
O=C(O)C1CCC(N2C(=O)c3c(Cl)c(Cl)c(Cl)c(Cl)c3C2=O)CC1 (stereo not given)	11.5
CC(NS(=O)(=O)NCc1ccccc1)c1cn2ccsc2n1 (stereo not given)	2.7
O=S1(=O)CC2NC(=S)N(c3cccc(Cl)c3Cl)C2C1 (stereo not given)	-6.1
Cc1nc(N2CCCCC2)ncc1C(=O)N1CCOC(CN)C1 (stereo not given)	-3.8
Cc1nc(N2CCCCCCC2)ncc1C(C)NCc1cnc(C)n1C (stereo not given)	-1.5
FC(F)Oc1ccc(Br)cc1/C=C1/CCC=C1N1CCOCC1	0.4
c1cc2c(s1)CCN(Cc1nc(-c3ccc4c(c3)OCO4)no1)C2	-3.1
Cc1ccc(OCCCC(=O)Nc2ccc(C(N)=O)cc2)c(C)c1	-12.0
C=CCc1cc(C(=O)NCC(=O)NC(C)(C)C)cc(OC)c1OC	-29.2
CCCc1nnc(C(=O)N2CC[C@H](NC(C)=O)C2)o1	-3.6
Cn1c(=O)[nH]c(=O)c2c1nc(N1CCN(Cc3ccccc3F)CC1)n2Cc1ccccc1Cl	-5.7
CCOC(=O)C1(Cc2ccccc2)CCCN(Cc2c(C)n(C)n(-c3ccccc3)c2=O)C1 (stereo not given)	-7.0
Cc1nnc(Sc2cc(=O)oc3ccccc23)s1	-4.5
CCC(C)(C)C1CCC(=NNC(=O)c2ccoc2C)CC1 (stereo not given)	-1.2
c1coc(-c2nccn2CCc2c[nH]c3ccccc23)c1	0.1
Cc1ccc(-c2cc(C(=O)N3CCCC(N4CCc5ccccc5C4)C3)n[nH]2)s1 (stereo not given)	-3.1
Brc1ccc(OCc2cccc3ccccc23)nc1	-5.0
N#C/C(=C/c1cn(-c2ccc([N+](=O)[O-])cc2)nc1-c1ccccc1)c1nc2ccccc2c(=O)[nH]1	-6.3
COc1ccc(OCC2CN(C(=O)CCOc3ccc(Cl)cc3)CCO2)cc1 (stereo not given)	-4.6
O=C(c1ccsc1)N1CCCC(N2CCN(c3cccc(C(F)(F)F)c3)CC2)C1 (stereo not given)	0.5
O=C(NCc1ccc2c(c1)OCO2)C1CCC(=O)N(CCN2CCOCC2)C1 (stereo not given)	-7.4
O=C(c1ccc(F)cc1F)N1CCN(Cn2cc(Cl)cn2)CC1	-0.1
CC(C)(C)c1cccc(OCc2nc(CC3CC3)no2)c1	-33.8
CC(=O)Nc1ccc(OS(=O)(=O)C(F)(F)C(=O)N2CCCCC2)cc1	-7.5
Cc1ccc(-n2cc(C(=O)N3CCC(NC(=O)c4ccc(C#N)cc4)CC3)nn2)cc1	0.5
CCC1(CO)CCCN(C(=O)Nc2nnc(C)s2)C1 (stereo not given)	2.9
CCC(CC)NC(=O)CCc1c(C)nc2nc(N)nn2c1C	4.3
CCN1CCC(NC(=O)CSc2nc3ccccc3n2CCOC)CC1	8.1

# In a second layout: entries from further up
> Cc1ccc(-n2cc(C(=O)N3CCC(NC(=O)c4ccc(C#N)cc4)CC3)nn2)cc1
  mcGAS RapidFire = 0.5
> Cc1ccc(OCCCC(=O)Nc2ccc(C(N)=O)cc2)c(C)c1
  mcGAS RapidFire = -12.0
> Cc1nc(N2CCCCC2)ncc1C(=O)N1CCOC(CN)C1 (stereo not given)
  mcGAS RapidFire = -3.8
> O=C(c1ccc(F)cc1F)N1CCN(Cn2cc(Cl)cn2)CC1
  mcGAS RapidFire = -0.1

# Further results
smiles	mcGAS RapidFire
O=C(O)c1nn(Cc2nc3ccccc3o2)c(=O)c2ccccc12	-0.2
Cc1cccc(NC(=O)CCc2c(C)nn(-c3nc(C)cc(=O)[nH]3)c2C)n1	-6.7
COc1ccc(CCCNC(=O)c2ccc(-c3cncnc3)nc2)cc1	-4.9
COc1ccc(NC(=O)CN2CCc3c([nH]c4ccc(OC)cc34)C2)cc1	-3.9
CCOc1c(Cl)cc(/C=C/C(=O)N2CCc3sccc3C2)cc1OC	-2.6
Cc1cc(C)n(CC(C)NCc2noc(-c3ccco3)n2)n1 (stereo not given)	-47.4
CCCCCn1c(N2CCC(C(N)=O)CC2)nc2c1c(=O)[nH]c(=O)n2C	1.2
O=C(Nc1ccc(F)c(-n2cccc2)c1)N1CC[C@H](O)C1	2.6
CCCCC(NC1CCN(S(C)(=O)=O)CC1C)C(N)=O (stereo not given)	-2.6
O=C(N/N=c1\oc2cc(O)ccc2cc1-c1nc2ccccc2[nH]1)c1cccc(Br)c1	-8.8
Cc1nn(CCO)cc1CN1CCCC1c1nc2c(C)cccc2[nH]1 (stereo not given)	1.3
Cc1sc(NC(=O)C(C)(C)C)c(C(=O)OCC(=O)N(C)C)c1C	-14.9&-6.1
CCOC(=O)CN1CC(=O)C(C=NNc2ccccc2)C1=O (stereo not given)	-7.9
Cc1oc(-c2cccs2)nc1CN(C)Cc1ccccc1C(F)(F)F	-2.8
Clc1cc2c(cc1CN(CC1CCN(C3CCCC3)CC1)CC1CCCO1)OCO2 (stereo not given)	-5.6
CN1CCC2(CC1)CC(=O)c1cc(-c3cccc(C(=O)NN4CC5CCCC5C4)c3)ccc1O2 (stereo not given)	-6.3
O=C(Nc1ccc2c(c1)OCO2)C12CC3CC(CC(C3)C1)C2	-5.4
OC(c1ccc(F)c(F)c1)c1nc(-c2cccc3cccnc23)cs1 (stereo not given)	5.5
CCc1nc(-c2c(-c3ccccc3)ncn2CCSc2ncn[nH]2)c(C)[nH]1	-20.8
Cc1[nH]n2c(=O)cc(-c3ccc([N+](=O)[O-])cc3)nc2c1-c1cccc2ccccc12	5.2
COc1ccc(F)c(-c2nc(CN(C)Cc3nnc(C)o3)c(C)o2)c1	-6.7
CCc1ccc(S(=O)(=O)Nc2cc(C(=O)N(C)C)ccc2Cl)s1	1.9
O=C1CC2(CCCC2)C(=O)N1CN1CCN(S(=O)(=O)c2ccc3c(c2)CCCC3)CC1	-9.6
CCN1CCN(Cc2cc(C(=O)N(C)Cc3cccc(Cl)c3)no2)CC1	-14.6
Cc1nc2c(c(NCc3c(C)n[nH]c3C)n1)CNC2	1.8
O=S(=O)(c1ccc(Oc2nc(C(F)(F)F)nc3ccccc23)cc1)N1CCOCC1	-25.2
COc1ccccc1CN(C(=O)C(C)Sc1ccccn1)C1CC1 (stereo not given)	-4.6
Cc1ccc(-n2c(C)c(C)n3c4c(=O)n(CCN5CCCCC5)c(=O)n(C)c4nc23)cc1C	-9.3
CCOc1cccc(C=NCCc2cccs2)c1O	3.1
CN(Cc1ccnc2ccccc12)C(=O)CCN1CCCO1	-11.1
CCN(CCc1ccccn1)C(=O)c1cc(F)cc2nc(C)c(C)nc12	-4.2

# Screens: PubChem, Fisher Drug Discovery Resource Center

# This is a subset; count on the stated rates, not on these rows.
